# Bioassay records (PubChem)
# V1aR counter = counter-screen for oxytocin receptor agonists: human V1a receptor agonists. activation, % at 3 µM. P37288. actives 0.25% (n = 320,000). CHO-V1R cells, Fluo-8 calcium fluorescence, agonist mode; 0% DMSO, 100% 3 nM vasopressin;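 active = activation above the mean activation of all tested compounds plus 3 SD, per screening run, cut at about 20% in these data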;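 also: signal is peak over basal fluorescence ratio across a 100 second FLIPR read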
# Target sequence (P37288 whole entry, looked up): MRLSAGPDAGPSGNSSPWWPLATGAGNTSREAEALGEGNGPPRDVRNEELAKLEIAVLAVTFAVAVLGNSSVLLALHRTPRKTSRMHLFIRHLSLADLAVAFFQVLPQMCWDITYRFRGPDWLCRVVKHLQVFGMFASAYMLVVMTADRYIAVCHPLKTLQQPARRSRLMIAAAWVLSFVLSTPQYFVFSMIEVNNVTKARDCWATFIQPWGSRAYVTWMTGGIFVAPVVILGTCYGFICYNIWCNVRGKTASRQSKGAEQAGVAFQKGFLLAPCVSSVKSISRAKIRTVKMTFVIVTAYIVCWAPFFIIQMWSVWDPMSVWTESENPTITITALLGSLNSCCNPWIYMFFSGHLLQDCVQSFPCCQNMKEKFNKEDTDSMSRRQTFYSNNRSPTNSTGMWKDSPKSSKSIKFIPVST
# MEKK2mut PB1 HTS = signal of MEK5 binding to mutant human MEKK2 PB1 domain. bead flow cytometry, Alexa488-MEK5 binding to MEKK2 mutant. percent response, % at 10 µM. actives 0.35% (n = 290,000); in the data active = percent response above about 24%, passing the limit was not always enough; also: inactives centre near 1; some results filed as inactive read as strong as hits; reference of the scale not given here
# GPR7 antagonist = blocks human GPR7 receptor signaling. GPR7-expressing cells, fluorescence antagonist assay. inhibition, % at 4.4 µM. actives 1.1% (n = 290,000). AID 1861; in the data active = inhibition above about 16%, passing the limit was not always enough;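 also: cells stimulated with the agonist NPW; 0% = agonist with vehicle and 100% = vehicle without agonist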
# NALP1 inh = inhibitors of NALP1 inflammasome in yeast; S. cerevisiae NALP1/ASC/caspase-1 growth, X-gal OD620, 72 h; inhibition, % at 10 µM; actives 0.61% (n = 280,000); in the data active = inhibition mostly above about 24%, no sharp cut-off; inactive = mostly below about 32%; also: some compounds called inactive have numbers as strong as hits
# GalR3 antagonist = human GalR3 antagonism; O60755; HEK293 GalR3-CNG cAMP membrane potential fluorescence; galR3 body fused to GalR1 C-terminus; inhibition, % at 3 µM; actives 0.44% (n = 360,000);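 active = inhibition above the screen-wide average plus 3 SD, cut at about 13% in these data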;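 also: forskolin and galanin both at EC90 stimulate the cells; cAMP rise reported by CNG channel membrane potential dye signal; 0% = forskolin plus galanin with DMSO and 100% = forskolin alone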
# Target sequence (O60755 1-299 limits assumed): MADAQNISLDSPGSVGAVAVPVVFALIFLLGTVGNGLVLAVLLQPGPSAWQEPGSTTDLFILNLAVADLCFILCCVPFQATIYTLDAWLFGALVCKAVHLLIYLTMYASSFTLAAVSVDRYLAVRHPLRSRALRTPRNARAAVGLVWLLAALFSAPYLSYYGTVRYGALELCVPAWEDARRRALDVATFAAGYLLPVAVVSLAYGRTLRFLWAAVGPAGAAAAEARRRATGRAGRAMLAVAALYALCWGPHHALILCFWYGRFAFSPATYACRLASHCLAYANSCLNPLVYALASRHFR
# MEKK3 PB1 HTS = MEKK3-MEK5 PB1 interaction, increase or decrease; Q99759; bead-based flow cytometry, Alexa488-MEK5 binding to MEKK3; actives lie on both sides; 0 = blocked by unlabeled MEK5, 100 = vehicle; binding response (% of control), % at 10 µM; actives 1.4% (n = 290,000); AID 1529;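 active = binding response more than 3 SD above or below the average of its plate-row segment, actives on both sides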;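 also: Alexa488 bead fluorescence after subtracting the streptavidin-only scavenger bead signal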
# OXTR agonist = agonists of human oxytocin receptor. P30559. CHO-OTR cells, Fluo-8 calcium fluorescence; normalized: DMSO 0%, oxytocin 100%. activation, % at 3 µM. actives 0.32% (n = 320,000). AID 2435;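 active = activation above the mean of all tested compounds plus 3 SD, cutoff set per screening run, cut at about 20% in these data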;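 also: peak over basal fluorescence ratio from a 100 s FLIPR kinetic read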
# PHOSPHO1 block = inhibitors of human PHOSPHO1 phosphatase. Q8TCT1. recombinant PHOSPHO1, absorbance phosphatase assay. inhibition, % at 13.3 µM. actives 1.1% (n = 290,000). AID 1565; in the data active = inhibition above about 60%
# Target sequence (Q8TCT1 whole entry, looked up): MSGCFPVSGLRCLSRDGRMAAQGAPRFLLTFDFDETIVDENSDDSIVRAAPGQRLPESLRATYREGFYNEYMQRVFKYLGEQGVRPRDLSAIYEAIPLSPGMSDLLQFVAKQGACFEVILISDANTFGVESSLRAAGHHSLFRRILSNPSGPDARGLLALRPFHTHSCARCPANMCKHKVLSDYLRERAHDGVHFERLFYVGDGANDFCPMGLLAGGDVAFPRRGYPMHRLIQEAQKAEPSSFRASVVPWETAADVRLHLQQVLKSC
# MEKK2wt PB1 HTS = raises or lowers MEK5 binding to wildtype human MEKK2 PB1 domain. binding response (% of control), % at 10 µM. AID 1531. actives 1.1% (n = 290,000). Q9Y2U5. bead flow cytometry, Alexa488-MEK5 binding to MEKK2 WT; actives lie on both sides; in the data active = binding response below about 67% or above about 130%
# Active calls of the source: *; nt = no result given; & = joins results of further samples.
# Values run as follows: MEKK2wt PB1 HTS	NALP1 inh	MEKK2mut PB1 HTS	OXTR agonist	GPR7 antagonist	MEKK3 PB1 HTS	V1aR counter	GalR3 antagonist	PHOSPHO1 block
- COc1ccc(OCC(O)CN2C(=O)c3ccccc3C2=O)cc1 (configuration not stated)
 : 101	6	6	-0.3	-1	109	0.0	-8	31
- Cc1nn(Cc2ccccc2)c(Cl)c1/C=C/C(=O)OCC(=O)NC(C)C(C)C (configuration not stated)
 : 105	12	-1	0.8	-4	100	2.6	-7	21
- O=C(CN1C(=O)C2CCCN2c2ncc(Cl)cc21)NCc1ccc2c(c1)OCO2 (configuration not stated)
 : nt	12	nt	nt	-4	nt	nt	2	25
- Cn1c(N)c(C(=O)COC(=O)CCC2CCCCC2)c(=O)n(C)c1=O
 : 97	-15	-3	7.1	-5	98	8.6	-1	20
- Cc1c(C(=O)N2CCOCC2)sc2ncnc(N3CCc4ccccc4C3)c12
 : 96	2	-13	0.6	-14	91	1.2	-1	5
- CCOC(=O)c1ccc(-n2c(CN3CCC(C(N)=O)CC3)nc3ccc([N+](=O)[O-])cc3c2=O)cc1
 : 93	3	-3	-1.7	-12	103	-0.1	-5	0
- CC(C)(C)CC(=O)Nc1ccc(C(N)=O)cc1
 : 95	1	-3	1.8	12	103	0.7	-2	14
- CCc1nc2ccc(C(=O)Nc3ccc(NC(C)=O)cc3)cc2nc1CC
 : 100	9	1	0.6	8	99	0.7	7	-9
- Cc1cccc(N2C(=O)c3cccc4c(N(C)CCO)ccc(c34)C2=O)c1
 : nt	22	nt	53*	25*	nt	38*	nt	15
- CCOC(=O)C1=C(C)NC(C)=C(C(=O)OCC)C1C(=O)OCC(=O)N1c2ccccc2CC1C (configuration not stated)
 : 105	24	10	-1.9	-13	102	-1.4	-6&-1	18
- CC(C)n1cnc2c(Nc3ccc(C(=O)O)cc3)nc(Cl)nc21
 : 101	nt	7	0.8	nt	98	-0.5	5	35
- C=C(C)CSc1nnc(-c2cccc(Cl)c2)n1N
 : 99	10	-1	-1.4	-15	99	-0.8	-5	41
- Cc1ccc(C)c(N2CCN(C(=O)C3CCCN(S(=O)(=O)c4c(C)[nH]c(=O)[nH]c4=O)C3)CC2)c1 (configuration not stated)
 : 109	-20	17	-0.3	-13	107	-0.9	nt	-23
- CCCCCCCCN1[C@@H](CC(=O)OCC)c2ccc(C(F)(F)F)cc2S1(=O)=O
 : 112	nt	4	-0.4	nt	108	1.1	-3	nt
- O=C(Nc1ccccc1Cl)Nc1ccnn1C1CCN(C(=O)c2cscn2)CC1
 : 99	14	2	0.8	0	95	0.1	-2	37
- CCc1c(O)nc(SCc2ccccc2)n(C(C)CC)c1=O (configuration not stated)
 : 96	11	0	5.3	-3	92	-0.7	nt	5
- CCCc1nnc(NC(=O)CN2CCN(C)CC2)s1
 : 107	-15	6	2.0	16	104	0.0	-7	-17
- COc1ccc2[nH]cc(CCNC(=S)NCCc3ccccc3)c2c1
 : 106	-12	-6	2.1	-10	113	-0.1	-3	-35
- Cc1noc(NC(=O)c2ccc(Cl)cc2)c1Cl
 : 104	8	-3	-0.8	-11	108	0.1	-6	37
- Cc1cc(C)nc(NC(=O)/C=C/c2ccc(Cl)cc2)n1
 : 89	19	-12	-2.3	-12	95	-0.4	-2	17
- CCOc1ccc(NS(=O)(=O)c2ccc3[nH]c(=O)[nH]c3c2)cc1
 : 100	21	1	-0.4	2	99	0.1	-3	9
- Cc1ccc(S(=O)(=O)NCCN2CCOCC2)cc1
 : 106	6	3	0.7	-2	107	-0.8	-4	2
- O=C(NCc1ccco1)c1ccc(CS(=O)Cc2cccc(Cl)c2)o1 (configuration not stated)
 : 103	33	-1	-0.6	15	102	1.5	1	19
- C/C(N)=C(/C#N)C(=O)CSc1cc(C)c2cc(C)cc(C)c2n1
 : 106	8	4	0.9	6	105	1.7	5	24
- O=C(Cn1ncc2c3ccccc3n(Cc3ccc(F)cc3)c2c1=O)N1CCN(c2ncccn2)CC1
 : 89	8	-1	-1.3	9	97	0.4	-1	3
- O=C(Nc1ccccc1)C1=C[C@H](C2CCCCC2)C[C@H](OCc2ccc(CO)cc2)O1
 : 95	-13	2	0.2	-17	106	1.8	-6	36
- CN1CN(C)c2ccc([N+](=O)[O-])c3cccc1c23
 : 106	21	10	0.3	-6	106	0.9	-10	11
- COc1ccccc1N1CCN(C(=O)C(=O)N/N=C/c2cccc(O)c2)CC1
 : 101	4	6	0.3	-13	100	0.0	-7	18
- CN(C(=O)COC(=O)c1ccc2c(=O)n3c(nc2c1)CCC3)C1CCS(=O)(=O)C1 (configuration not stated)
 : 99	10	1	0.8	4	95	-0.8	-4	-22
- Cc1ccc(C(=O)N/N=C/c2cccc(OC(=O)/C=C/c3ccco3)c2)cn1
 : 102	-6	1	-0.3	9	97	0.1	-2	22
- CC(C)C(c1nnnn1C(C)(C)C)N1CCOCC1 (configuration not stated)
 : 102	25	3	-0.5	8	104	0.7	-1	25
- O=C(Nc1ccc2c(c1)N(Cc1ccccc1)C(=O)c1ccccc1S2)NC1CC1
 : 99	-7	-3	4.2	5	102	4.8	-7	-52
- CCn1c(Cc2cccs2)nnc1SCC(=O)NC(C)(C)C
 : 102	10	-3	-0.3	2	103	-0.1	-2	57
- O=C(NCCc1ccccc1)c1ccc(-c2ccc(F)cc2)o1
 : 95	13	-3	-2.6	-7	97	-1.1	-3	33
- COCCNc1nc(-c2cc(C)n(CCc3ccc(OC)cc3)c2C)cs1
 : -5.0*	12	41	-0.6	-12	80	1.1	0	-1
- CCC(=O)NC(=S)Nc1ccccc1F
 : 95	-1	-5	-0.8	0	88	2.4	-1	14
- COc1ccc(OC(=O)c2cccc([N+](=O)[O-])c2)c(C(=O)/C=C/c2cccs2)c1
 : 97	-2	1	-0.7	-6	108	-0.3	-4	12
- CCC1(C)NC(C(=O)O)Cc2c1[nH]c1ccccc21 (configuration not stated)
 : 99	11	-4	-0.4	-9	97	-0.4	-11	25
- C#Cc1cccc(C(=O)N2CCCC(CCC(=O)NCc3ccccc3F)C2)c1 (configuration not stated)
 : 101	25	5	-1.5	-4	99	4.3	-4	35
- COc1ccc(N2CCN(C(=O)CN3CCN(C(c4ccccc4)c4ccccc4)CC3)CC2)cc1
 : 101	6	-2	-2.0	-5	93	0.8	-13	3
- O=C(C1=C[C@@H](C2CC2)C[C@@H](OCc2ccc(CO)cc2)O1)N1CCOCC1
 : 102	3	8	1.2	-8	97	1.6	-1	-4
- CC(=O)NS(=O)(=O)c1cccnc1Nc1cccc(Cl)c1C
 : 107	27	2	-0.7	-7	108	0.8	0	-13
- COc1ccc(N/C=C(\C2OC(=O)c3ccccc32)[N+](=O)[O-])cc1 (configuration not stated)
 : 98	4	0	0.7	-10	103	0.8	-2	4
- COc1cccc(NC(C)C(=O)N2CC(C)OC(C)C2)c1 (configuration not stated)
 : 92	18	-6	-0.1	-3	96	0.2	-4	-5
- Cc1ccc(NC(=O)C2Cc3ccccc3O/C2=N\O)cc1C (configuration not stated)
 : 101	7	-5	nt	0	98	nt	-9	20
- O=C(CN1N=C(C(F)(F)F)CC1(O)c1ccc([N+](=O)[O-])cc1)c1ccccc1 (configuration not stated)
 : 97	6	-4	0.3	-6	102	2.6	-2	-29
- N#Cc1c2ccc(OCC(=O)NCc3ccco3)cc2n2ccccc12
 : 107	16	10	-0.7	-4	110	1.9	-11	24
- CC(/C=N/NC(=O)Cn1cnc2ccccc21)=C\c1ccccc1
 : 98	28	-1	1.0	-5	101	4.0	-5	-15
- COc1ccc(OC)c2c1cc(C(=O)N[C@H](C(=O)N1CCC[C@H]1C(=O)O)C(C)C)n2C
 : 95	14	-3	-0.9	-1	95	-0.6	-7	45
- Cc1ccccc1-n1ccnc1SCC(=O)O
 : 101	4	2	1.2	-7	101	0.4	4	11
- Cc1cc(C(=O)N2CCN(C(c3ccccc3)c3ccccc3)CC2)no1
 : 100	38	4	-1.4	-13	101	-0.5	-2	18
- Cc1ccc(CNC(=O)CN(c2ccc(C)cc2)S(=O)(=O)c2c(C)nn(C)c2C)cc1
 : 96	8	-3	-1.3	-7	97	0.1	1	15
- COC(=O)c1cc(NC(=O)C2(S(=O)(=O)c3ccc(C)cc3)CC2)cc(C(=O)OC)c1
 : 95	4	-1	-2.2	-7	98	-1.0	10	3
- Cc1ccc2occ(/C=C/C(=O)O)c(=O)c2c1
 : 99	10	9	0.0	-4	95	0.3	2	35
- COc1cccc(C2C3=C(CCCC3=O)Nc3nc(-c4cc(OC)c(OC)c(OC)c4)nn32)c1 (configuration not stated)
 : 103	-7	-2	1.1	-14	98	1.0	-2	22
- COc1ccc(C(=O)C2CCCN(Cc3ccc4nonc4c3)C2)cc1F (configuration not stated)
 : 99	0	-4	-2.1	3	108	-0.9	-5	44
- O=C(CCc1ccccc1)NCCC1=CCCCC1
 : 95	35	-2	-2.0	-3	99	-1.4	-2	14
- Cc1ccc(SCC(=O)N2c3ccccc3Sc3ccccc32)cc1
 : 103	18	6	0.4	-10	107	0.1	-6	58
- CCCC1CC(C)(C(=O)Cn2[nH]c(=O)ccc2=O)OC1=O (configuration not stated)
 : nt	9	nt	1.1	-12	nt	-0.2	-3	7
- O=C(CC(C(=O)O)c1cccc(Cl)c1)c1ccccc1 (configuration not stated)
 : 100	12	-1	0.4	-10	99	0.5	-11	39

# The listing continues.
# Values run as follows: MEKK2wt PB1 HTS	NALP1 inh	MEKK2mut PB1 HTS	OXTR agonist	GPR7 antagonist	MEKK3 PB1 HTS	V1aR counter	GalR3 antagonist	PHOSPHO1 block
- Cc1ccc(NCCC(=O)c2cccs2)cc1C
 : 105	4	4	-0.6	-17	101	-0.8	-4	42
- CCOC(=O)c1cccc(N2C(=O)Nc3ccccc3N2O)c1
 : 102	7	2	0.8	-4	102	0.1	-9	6
- CS(=O)(=O)c1ncc(Cl)c(C(=O)Nc2ccc3ccccc3c2)n1
 : 103	-3	-2	nt	14	96	nt	20*	29
- CCC(=O)NC(=S)Nc1ccc(NC(=O)c2ccccc2[N+](=O)[O-])cc1
 : 104	23	10	0.1	-4	97	0.8	-3	1
- COc1cc(S(=O)(=O)Nc2ccccc2)ccc1NC=O
 : 101	6	4	1.0	6	101	-0.2	-10	14
- CCOC(=O)N1CCN(C(=O)C2CCCN(c3ncnc4c3nc3n4CCCCC3)C2)CC1 (configuration not stated)
 : 104	7	5	-2.1	-9	100	-0.4	8	-20
- COC(=O)c1ccc(NC(=S)N2CCN(C)CC2)cc1
 : 98	5	-2	0.9	-24	98	0.8	-5	0
- Cc1ccc(C)c2[nH]c(=O)c(CCNC(=O)Cc3cccs3)cc12
 : 98	30	-3	-0.4	-9	103	-1.0	4	-14
- COc1ccc2[nH]c3c(=O)n(Cc4ccc(C(=O)N5CCC(C(N)=O)CC5)cc4)c(=S)[nH]c3c2c1
 : 105	-20	-1	-1.2	-7	99	-1.1	0	44
- Cc1ccc(-c2csc(NC(=O)CCNC(=O)c3ccco3)n2)cc1
 : 97	-8	-2	-0.3	0	99	2.0	-1	28
- Cc1nnc(NC(=O)C(C)Sc2nnc(-c3ccco3)n2C(C)C)s1 (configuration not stated)
 : 99	-11	1	-0.7	-3	100	0.1	-3	27
- O=C(Oc1ccnc2cc(Cl)ccc12)N1CCCCCC1
 : 105	-8	2	1.6	-4	104	3.4	-2	-18

# Single records, as listed above.
# Cc1ccc(C)c2[nH]c(=O)c(CCNC(=O)Cc3cccs3)cc12 is listed with MEKK2wt PB1 HTS: 98; NALP1 inh: 30; MEKK2mut PB1 HTS: -3; OXTR agonist: -0.4; GPR7 antagonist: -9; MEKK3 PB1 HTS: 103; V1aR counter: -1.0; GalR3 antagonist: 4; PHOSPHO1 block: -14
# COc1cc(S(=O)(=O)Nc2ccccc2)ccc1NC=O is listed with MEKK2wt PB1 HTS: 101; NALP1 inh: 6; MEKK2mut PB1 HTS: 4; OXTR agonist: 1.0; GPR7 antagonist: 6; MEKK3 PB1 HTS: 101; V1aR counter: -0.2; GalR3 antagonist: -10; PHOSPHO1 block: 14
